Compound activity: PubChem, several laboratories
Thrombin inh = inhibitors of human thrombin. alpha-thrombin, Boc-VPR-AMC fluorogenic substrate cleavage. AID 1046. P00734. inhibition, % at 5 µM. 220,000 tested, 0.26% active;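 active = inhibition at or above 40%; inactive = inhibition below 40%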;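 note: 0% = enzyme with no compound and 100% = wells without enzyme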
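System: human alpha-thrombin protein; Compound dosing: one concentration per compound, 5 µM, with 0.2% DMSO; Timing: reaction at room temperature; Technique: AMC fluorescence, 355/460 nm; Controls: enzyme without compound as high, wells lacking enzyme as low.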
Cl transport mod = modulators of human KCC2 chloride dependent transport. Q9H2X9. KCC2 cells, thallium flux FluoZin-2 fluorescence. B-score of Tl+ flux slope (higher = more flux/activation; lower = inhibition) at 10 µM. 190,000 tested, 2.2% active. AID 1456;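 active = thallium flux slope and its plate-corrected score both differing from the plate sample mean at a set confidence after two filtering rounds, in either direction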;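 note: slope of fluorescence scaled to starting intensity during 10 to 20 s after thallium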
Target sequence (Q9H2X9 whole entry, looked up): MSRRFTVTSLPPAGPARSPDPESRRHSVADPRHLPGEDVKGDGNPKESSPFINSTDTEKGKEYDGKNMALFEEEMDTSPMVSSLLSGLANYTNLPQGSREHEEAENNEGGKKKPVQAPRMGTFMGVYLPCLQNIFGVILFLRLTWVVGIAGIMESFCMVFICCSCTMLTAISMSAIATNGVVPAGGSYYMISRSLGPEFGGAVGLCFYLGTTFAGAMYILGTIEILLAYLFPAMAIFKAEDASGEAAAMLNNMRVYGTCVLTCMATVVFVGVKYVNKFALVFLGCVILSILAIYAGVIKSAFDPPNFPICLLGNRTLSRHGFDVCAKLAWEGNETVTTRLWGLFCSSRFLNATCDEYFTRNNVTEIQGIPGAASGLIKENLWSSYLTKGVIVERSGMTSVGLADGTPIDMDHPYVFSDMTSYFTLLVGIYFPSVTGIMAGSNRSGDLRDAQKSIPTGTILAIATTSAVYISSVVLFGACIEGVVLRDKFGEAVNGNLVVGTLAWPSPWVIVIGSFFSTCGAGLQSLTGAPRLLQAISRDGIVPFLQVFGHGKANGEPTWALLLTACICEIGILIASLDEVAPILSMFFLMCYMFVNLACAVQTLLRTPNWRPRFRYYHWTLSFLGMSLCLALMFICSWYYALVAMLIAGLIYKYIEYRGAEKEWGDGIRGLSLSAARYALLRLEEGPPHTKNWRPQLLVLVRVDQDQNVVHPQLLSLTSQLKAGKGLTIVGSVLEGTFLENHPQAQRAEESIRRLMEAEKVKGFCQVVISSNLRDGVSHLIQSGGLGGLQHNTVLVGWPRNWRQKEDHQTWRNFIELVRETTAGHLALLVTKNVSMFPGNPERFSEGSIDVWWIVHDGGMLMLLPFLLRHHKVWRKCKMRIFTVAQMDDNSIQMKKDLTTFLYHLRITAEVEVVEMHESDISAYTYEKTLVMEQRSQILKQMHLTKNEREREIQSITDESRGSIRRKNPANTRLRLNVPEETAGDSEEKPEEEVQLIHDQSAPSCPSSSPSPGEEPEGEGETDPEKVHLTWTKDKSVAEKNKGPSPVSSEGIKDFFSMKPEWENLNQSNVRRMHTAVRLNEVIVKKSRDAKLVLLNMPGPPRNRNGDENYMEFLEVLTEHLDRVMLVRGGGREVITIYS
zfTRPN1 agonist = agonists of zebrafish TRPN1 channel. 220,000 tested, 0.18% active. AID 1424. activation, % at 3 µM. HEK293 zebrafish TRPN1-YFP, Fluo-8 calcium fluorescence; 100% = response to 87 µM carbachol;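 active = activation above its plate's cutoff, the mean activation of test wells on that plate plus 3 SD, cut at about 19% in these data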;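 note: 0% = DMSO alone and 100% = 87 µM carbachol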
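Control set: carbachol 87 µM as high control, DMSO as low control; system: HEK293 stable line with zebrafish TRPN1-YFP; read-out: % activation versus carbachol response; detection: intracellular calcium fluorescence with Fluo-8; doses: single test compound dose, 3 µM nominal, 0.3% DMSO; schedule: dye 1 h 37 °C plus 30 min RT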
Furin inh = inhibitors of human furin; inhibition, % at 30 µM; 220,000 tested, 0.061% active; purified furin, fluorogenic substrate cleavage; P09958; in the data active = inhibition above about 25%; note: inactives centre near -15
Calpain2 inh = calpain II (pig) inhibition | 220,000 tested, 0.37% active | purified calpain II, fluorogenic peptide substrate, 30 min | inhibition, % at 16 µM;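 active = inhibition above about 50%, limit read from the data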
EBV gp42 block = EBV gp42 inhibition; Fluorescence polarization binding assay, mP read-out; Q1HVG2; inhibition, % (tested at 21.74 µM); 220,000 tested, 0.42% active; AID 1085; in the data active = inhibition above about 50%
Tb hexokinase = blocks Trypanosoma brucei hexokinase 1 activity; AID 1430; inhibition, % at 10 µM; recombinant TbHK1, G6PDH-coupled NADH A340; 220,000 tested, 0.11% active;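 active = inhibition of 50% or more in the single-dose primary screen; inactive = inhibition below 50%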
TRPML3 agonist = activates the human TRPML3 channel | 220,000 tested, 0.29% active | activation, % at 3 µM | Q8TDD5 | HEK293 TRPML3-YFP, Fluo-8 calcium fluorescence; 100% = the carbachol control signal;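 active = activation above its plate's cutoff, the mean activation of the plate's test wells plus 3 SD, cut at about 12% in these data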;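 note: 0% = DMSO only wells and 100% = carbachol wells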
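Test system – HEK293 line with stable expression of human TRPML3-YFP channel · Control set – carbachol 87 µM final as high control (100%), DMSO as low control (0%) · Signal – Fluo-8 calcium dye fluorescence, ex 470-495, em 515-575 nm · Incubation – 1-h 37 °C dye load, 5-s basal, 120-s post-compound reads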
PPC-1+TRAIL kill = compounds killing PPC-1 cancer cells with TRAIL present (potentiator screen, no TRAIL-free arm). PPC-1 cells + TRAIL, ATPLite viability luminescence. 220,000 tested, 0.41% active. AID 1443. cell killing (% activity), % at 4 µM;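 active = cell killing above 50% in the first pass at 4 µM, then a duplicate retest at 5 µM averaging 50% or more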;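 note: plate controls were cells with TRAIL plus DMSO for no effect and medium-only wells lacking cells for full effect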
* marks the source's active call; other numbers are inactive results; x = not tested or not shown; [ ] = dose if it differs, or a comment.

SMILES | Thrombin inh | Cl transport mod | zfTRPN1 agonist | Furin inh | Calpain2 inh | EBV gp42 block | Tb hexokinase | TRPML3 agonist | PPC-1+TRAIL kill
O=C(Cn1nnc(-c2cccs2)n1)N1c2ccccc2Sc2ccc(C(F)(F)F)cc21 | 1 | 1.4 | 1.6 | -23[20 µM] | -14 | -11 | 1 | 1.2 | x
COc1ccc(S(=O)(=O)N2N=C(C)Oc3ccccc3C2=O)cc1 | 2 | x | 1.3 | -6[20 µM] | 8 | -27 | -2 | 0.9 | 21
Cc1c(-c2ccco2)[n+](=O)c2c(n1[O-])CCCCC2 | 6 | 1.5 | 0.8 | -21 | -41 | -12 | -16 | 1.0 | -1
COc1ccccc1C(=O)OCC(=O)NC(=O)NCc1ccccc1 | -1 | -0.057 | -1.6 | -20 | 16 | -5 | -4 | -0.8 | -16
Cc1ccc(-n2nnc3c(=O)n(Cc4cccc(C)c4)cnc32)cc1 | -4 | -0.47 | -0.1 | -32 | 10 | -17 | 6 | 0.1 | 1
O=C(Nc1ccc(N2CCCC2=O)cc1)c1cccc(F)c1 | 4 | 0.041 | 1.4 | -12[20 µM] | 6 | -22 | 4 | 0.1 | 24
COc1ccc(C2Nc3ccccc3C(=O)N2NC(=O)c2ccccc2)cc1OC (centres undefined) | 4 | -1.6 | 0.3 | -31 | -133 | 1 | 1 | 1.1 | x
Cc1ccc(NC(=O)C2CC2C)c(Cl)c1 (centres undefined) | -4 | -0.12 | -2.5 | -21 | -18 | -1 | 0 | 0.1 | 2
Cc1cnn(-c2ccc3nnc(-c4ccc(Cl)cc4)n3n2)c1 | 6 | -0.29 | -0.9 | -16[20 µM] | -159 | -34 | -22 | 0.7 | 47
C[C@H]1COC2=C1C(=O)C(=O)c1c2ccc2c1CCCC2(C)C | 0 | -0.049 | -0.9 | -28 | -18 | -5 | 7 | 0.2 | -2
Cc1cc(C)c(S(C)(=O)=O)c(Oc2cccc(Cl)c2)n1 | -6 | -0.073 | -2.4 | -16[20 µM] | -7 | -8 | 3 | -0.5 | 6
CCC(=O)Nc1cccc(NC(=S)NC(=O)c2ccccc2C)c1 | 6 | -0.0025 | 0.3 | -21 | 11 | -3 | 3 | 0.7 | 3
CCOC(=O)C1CCN(C(=O)C2CCN(S(=O)(=O)c3c(C)noc3C)CC2)CC1 | -12 | 0.95 | 0.2 | 2[20 µM] | -34 | -13 | 2 | 0.9 | 8
Cc1ncoc1C(=O)Nc1ccc2c(c1)OCCO2 | -2 | x | 0.4 | -4 | -29 | -7 | -5 | 0.6 | 6
COc1ccc(Nc2nc(-c3sc(N)nc3C)cs2)cc1 | -3 | -0.73 | 2.5 | -18[20 µM] | -209 | 13 | -6 | 0.8 | 22
Clc1cccc(/C(Cc2nc3ccccc3[nH]2)=N\Nc2ccccc2)c1 | 11 | 0.041 | -1.9 | -14 | 26 | 7 | -2 | -0.2 | 5
C#CCNC(=O)C1=C[C@@H](C2CCCCC2)C[C@@H](OCCCCO)O1 | -4 | 0.84 | -0.7 | -15 | -8 | -21 | -2 | 0.2 | 9
Cc1ccc(C(=O)N2CCc3ccccc32)o1 | -7 | -2.1 | -2.6 | -3 | 4 | -10 | -7 | 0.1 | 22
COc1ccc(S(=O)(=O)NCc2ccco2)cc1N(C)S(=O)(=O)c1ccccc1 | -1 | x | -0.2 | -7 | -8 | -4 | -2 | 1.0 | 4
CCOP(=O)(OCC)C(NC(=O)Nc1ccc(Cl)cc1)c1ccccc1 (centres undefined) | -13 | -0.096 | 1.1 | -17 | -10 | 3 | 2 | 0.2 | -9
COc1cccc(C(=O)CSc2nnc(-c3cc(OC)cc(OC)c3)o2)c1 | -2 | x | 0.9 | -9 | 11 | -15 | -10 | -0.4 | 6
C/C(=N\NC(=O)c1ccc(NS(=O)(=O)c2cccs2)cc1)c1ccc2ccccc2c1 | -6 | -0.076 | -1.1 | -10 | -22 | 11 | -21 | -0.2 | 3
COc1ccc(NC(=O)Nc2ccc(F)cc2F)c(C)c1 | -4 | x | -0.3 | -9[20 µM] | -28 | -7 | -8 | 0.5 | 7
COc1ccccc1-c1nc(C#N)c(N2CCN(C(c3ccccc3)c3ccccc3)CC2)o1 | 4 | -0.53 | 1.2 | -39 | -347 | -8 | -12 | 0.2 | 33
CCn1c(SCC(=O)Nc2cc(C(C)(C)C)nn2-c2ccccc2)nnc1-c1cccs1 | -6 | -2.5 | -2.1 | -27 | 14 | -9 | 2 | -0.5 | 15
Nc1cc(S(=O)(=O)c2ccc(O)c(N)c2)ccc1O | -6 | 1.9 | 1.5 | -27 | -13 | -11 | -18 | 1.0 | -4
O=C(O)C1C2C=CC(C2)C1C(=O)OC1CC2CCC1C2 (centres undefined) | -4 | 0.48 | 1.6 | -12 | -22 | -6 | 7 | 0.3 | -1
CC(Oc1ccc(Br)cc1)C(=O)Nc1ccncc1 (centres undefined) | -5 | -0.063 | 7.1 | -1 | 30 | 17 | -2 | 4.6 | 22
O=C1CC(Cc2ccc(Cl)cc2)C(=O)N1c1ccncc1 (centres undefined) | 3 | 0.72 | 0.4 | -10[20 µM] | 1 | -2 | -4 | 0.6 | 8
Cc1ccc(N=C(N)N=C(N)N)c(C)c1 | -12 | 1 | 0.6 | -27 | -24 | -2 | 0 | 0.6 | 25
CNC(=O)NNC(=O)c1csc(Cc2c(Cl)sc3ccc(Cl)cc23)n1 | -4 | -0.69 | 1.1 | -13 | -37 | -7 | -4 | -0.6 | 4
O=C(O)CCC(=O)Nc1ccc(C(=O)N2CCCCC2)cc1 | 5 | 0.018 | -0.8 | -14[20 µM] | 10 | -7 | 1 | 0.3 | 5
COC(=O)c1ccc(NC(=O)C2CCCN2S(=O)(=O)c2ccc(OC)cc2)cc1 (centres undefined) | 4 | -0.015 | -0.3 | -22[20 µM] | -20 | -19 | 6 | 0.6 | 13
Cc1ccc(C)c(N(C(=O)Cc2cccs2)C(C(=O)NC2CCCC2)c2ccc(C)o2)c1 (centres undefined) | 0 | x | 0.6 | -11[20 µM] | 53* | -9 | 0 | 0.6 | 21
O=C(Nc1ccc(S(=O)(=O)Nc2nccs2)cc1)c1ccc(N2C(=O)c3ccccc3C2=O)cc1 | 4 | 1.2 | 0.7 | -1 | -48 | -69 | 20 | 0.3 | 18
O=C(/C=C/c1ccco1)Nc1ccccc1C(=O)Nc1cccc(C(=O)O)c1 | -1 | 0.82 | 1.7 | -7 | 9 | 2 | -27 | 0.4 | 5
COc1ccc(-c2[nH]nc3oc(=O)c(CCO)c(C)c23)cc1 | 1 | 0.24 | -0.7 | -19 | -14 | -11 | -16 | 0.5 | 7
O=C(Cc1ccccc1)Nc1nc(-c2cccs2)cs1 | 2 | 0.046 | 2.9 | -24 | 19 | -15 | -2 | 0.3 | 13
CCc1nnc(/N=C/c2c(O)n(-c3ccc(Cl)cn3)c(=O)c3ccccc23)s1 | 1 | -3 | -0.6 | -13 | -68 | -62 | -2 | -0.1 | -1
O=C(N/N=C/c1ccc(OC(=O)c2ccco2)cc1)c1ccccn1 | -13 | -0.065 | -0.1 | -7 | 10 | 2 | -14 | 0.8 | 34
COc1ccccc1/C=C(/CC(=O)NCc1ccc2c(c1)OCO2)c1nc2ccccc2s1 | -2 | -1.6 | -1.8 | 0 | 14 | -15 | 7 | 0.0 | 3
CCC1=[N+](C)c2cccc3cccc(c23)N1C | 15 | 0.25 | 0.8 | -18 | 4 | -3 | -4 | 0.5 | 16
c1ccc2sc(NC3=NCN(CCN4CCOCC4)CN3)nc2c1 | -2 | 1.3 | 1.9 | -26 | 2 | 5 | 4 | 1.3 | 5
O=C(O)CCCn1cc(NC(=O)c2ccc(F)cc2)cn1 | -1 | 1.2 | 0.5 | -21 | -13 | -6 | -3 | 1.1 | 5
COc1cc2c(cc1OC)-c1nnc(-c3cccs3)n1C(C)(C)C2 | x | 1 | -0.6 | -10 | x | x | -3 | 0.6 | x
COc1ccccc1N1CCN(c2nc(C)nc3c2oc2ccccc23)CC1 | -1 | x | -1.0 | -11 | 31 | -14 | -26 | -1.2 | 48
C#CCn1c(=NC(=O)c2sc3ccccc3c2Cl)sc2cc(S(N)(=O)=O)ccc21 | 2 | 0.63 | -0.1 | -11 | -27 | -11 | -32 | 0.5 | -3
Cn1c(C(=O)NC2CCCCC2)cc2sccc21 | -4 | -0.88 | -2.0 | -3 | -12 | -9 | 1 | -1.3 | -19
O=C(NCc1ccc2c(c1)OCO2)c1nn(-c2ccccc2)c(=O)c2ccccc12 | -3 | -1.9 | -2.5 | -3 | -20 | -21 | -2 | 0.2 | 11
CCSc1nc(-c2ccc(OC)cc2)ccc1C#N | -2 | 0.07 | 1.5 | -10[20 µM] | -25 | -15 | -7 | 0.1 | 3
O=C(O)CSc1nnc(CNc2ccc(F)cc2)n1-c1ccccc1 | 2 | -0.72 | -0.8 | -2 | -6 | -19 | -8 | 0.9 | 17

Rewritten as comma-separated lines: entries from further up
structure,Thrombin inh,Cl transport mod,zfTRPN1 agonist,Furin inh,Calpain2 inh,EBV gp42 block,Tb hexokinase,TRPML3 agonist,PPC-1+TRAIL kill
COc1ccccc1/C=C(/CC(=O)NCc1ccc2c(c1)OCO2)c1nc2ccccc2s1,-2,-1.6,-1.8,0,14,-15,7,0.0,3
CCC1=[N+](C)c2cccc3cccc(c23)N1C,15,0.25,0.8,-18,4,-3,-4,0.5,16
c1ccc2sc(NC3=NCN(CCN4CCOCC4)CN3)nc2c1,-2,1.3,1.9,-26,2,5,4,1.3,5
O=C(O)CCCn1cc(NC(=O)c2ccc(F)cc2)cn1,-1,1.2,0.5,-21,-13,-6,-3,1.1,5
COc1cc2c(cc1OC)-c1nnc(-c3cccs3)n1C(C)(C)C2,x,1,-0.6,-10,x,x,-3,0.6,x
COc1ccccc1N1CCN(c2nc(C)nc3c2oc2ccccc23)CC1,-1,x,-1.0,-11,31,-14,-26,-1.2,48
C#CCn1c(=NC(=O)c2sc3ccccc3c2Cl)sc2cc(S(N)(=O)=O)ccc21,2,0.63,-0.1,-11,-27,-11,-32,0.5,-3
Cn1c(C(=O)NC2CCCCC2)cc2sccc21,-4,-0.88,-2.0,-3,-12,-9,1,-1.3,-19
O=C(NCc1ccc2c(c1)OCO2)c1nn(-c2ccccc2)c(=O)c2ccccc12,-3,-1.9,-2.5,-3,-20,-21,-2,0.2,11
CCSc1nc(-c2ccc(OC)cc2)ccc1C#N,-2,0.07,1.5,-10[20 µM],-25,-15,-7,0.1,3
O=C(O)CSc1nnc(CNc2ccc(F)cc2)n1-c1ccccc1,2,-0.72,-0.8,-2,-6,-19,-8,0.9,17
